High-throughput results as filed in PubChem.
POLI inh = DNA polymerase iota (human) inhibition; hit rate 1% among 390,000; Potency, µM (doses to about 115 µM), inactives show top-dose activity, negative = inhibition, most hits filed as inhibitors; Pol iota fluorescent replication assay, 10 min; further: potency means the concentration at half of the fitted maximal effect
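Pol iota at 10 nM preincubated 15 min with compounds at room temperature; reaction started with fluorescent substrate, 50 nM final. Fluorescence read kinetically at 0 and 10 min; buffer-only wells as negative control.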
TRHR agonist = agonists of human TRH receptor | TRHR cells, calcium flux fluo-8, FDSS agonist mode | activation, % at 2 µM | hit rate 0.18% among 360,000; in the data active means activation above about 30%; further: 0% is about no effect
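In this calcium-flux screen, cells bearing human TRHR are dye-loaded with fluo-8, baselined for 10 cycles, then exposed to library compounds; positive kinetic calcium responses during the agonist phase mark hits, with TRH as control.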
POLK inh = DNA polymerase kappa (human) inhibition; Potency, µM (series often up to 107 µM), inactives show at the highest dose activity, negative = inhibition, actives largely listed as inhibitors; purified Pol kappa, fluorescent DNA synthesis assay, 10 min; hit rate 0.53% among 400,000; Q9UBT6; further: potency means the concentration at half of the fitted maximal effect; on the % scale 0 is the no-effect control and ±100 the full control effect
Target sequence (Q9UBT6 whole entry, looked up): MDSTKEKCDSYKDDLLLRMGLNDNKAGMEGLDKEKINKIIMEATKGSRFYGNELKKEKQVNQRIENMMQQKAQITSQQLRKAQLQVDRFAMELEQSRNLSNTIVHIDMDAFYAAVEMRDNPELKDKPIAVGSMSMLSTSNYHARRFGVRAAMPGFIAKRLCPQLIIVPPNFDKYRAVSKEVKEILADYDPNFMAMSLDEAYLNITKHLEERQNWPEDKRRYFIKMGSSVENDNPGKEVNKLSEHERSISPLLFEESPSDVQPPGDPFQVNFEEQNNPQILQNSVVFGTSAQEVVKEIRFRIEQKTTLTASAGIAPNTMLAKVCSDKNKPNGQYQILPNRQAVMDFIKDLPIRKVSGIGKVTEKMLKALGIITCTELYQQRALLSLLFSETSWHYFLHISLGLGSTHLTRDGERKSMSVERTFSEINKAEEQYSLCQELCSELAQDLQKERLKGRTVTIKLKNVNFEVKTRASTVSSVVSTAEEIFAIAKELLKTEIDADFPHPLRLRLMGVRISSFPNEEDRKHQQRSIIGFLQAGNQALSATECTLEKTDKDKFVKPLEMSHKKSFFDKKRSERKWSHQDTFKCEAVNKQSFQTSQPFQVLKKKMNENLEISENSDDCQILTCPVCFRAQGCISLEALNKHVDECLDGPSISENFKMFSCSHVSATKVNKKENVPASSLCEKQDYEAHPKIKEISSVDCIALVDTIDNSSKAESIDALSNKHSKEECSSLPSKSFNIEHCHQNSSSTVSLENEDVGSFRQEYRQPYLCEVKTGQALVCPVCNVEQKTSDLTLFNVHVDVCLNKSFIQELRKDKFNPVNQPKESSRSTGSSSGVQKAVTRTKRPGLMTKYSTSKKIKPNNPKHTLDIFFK
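10 nM Pol kappa was preincubated with compounds for 15 min at room temperature. Reaction started with 50 nM (final) substrate. Fluorescence read kinetically at 0 and 10 min.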
Pol beta inh = blocks human DNA polymerase beta activity | hit rate 1.3% among 340,000 | P06746 | Pol beta primer extension/strand displacement, fluorescence kinetic | Potency, µM (highest dose often 114 µM), for inactives: at the highest dose activity change, negative = inhibition, hits mostly inhibitors | AID 485314; further: potency means the concentration at half of the fitted maximal effect; on the % scale 0 is the no-effect control and ±100 the full control effect
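Human Pol beta at 10 nM; strand-displacement substrate 50 nM final. Compound exposure 15 min at room temperature before start, reaction 10 min at room temperature.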
ERG-DNA inh = inhibitors of human ERG Ets domain-DNA interaction | P11308 | fluorescence polarization, His-ERG Ets domain / labelled DNA | Potency, µM (doses to about 76.9 µM), for inactives: at the highest dose FP activity, negative = inhibition, usual class: inhibitors | hit rate 0.028% among 370,000 | AID 624246; active means well fitted inhibition curve with a large enough effect in the polarisation, with a control signal flat; inconclusive means small, poorly fitted or top-dose-only effect, or effect the other way, or a change in a side signal; inactive means no such curve, though single readings can be large or run the other way; the % refers to the polarisation;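 further: polarization taken with two DNA probes labelled with fluorescein and Texas red; potency means the concentration at half of the fitted maximal effect; % of control where 0% means no effect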
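His-tagged ERG Ets domain (1 uM in the protein solution; 300mM KCl, 50mM Tris-HCl, 1mM EDTA, 1mM DTT, pH 7.5) received compound, then a probe mix of 5 nM fluorescein-DNA and 100nM Texas-615-DNA. Fluorescence polarization was read for both dyes.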
Apoferritin bind = binds horse apoferritin like a general anesthetic; apoferritin/1-aminoanthracene competitive binding, fluorescence; AID 485281; hit rate 0.074% among 350,000; P02791; Potency, µM (highest dose often 77.5 µM), without a hit: at the highest dose activity change, negative = displacement, hits mostly inhibitors; further: potency means the concentration at half of the fitted maximal effect; on the % scale 0 is the no-effect control and ±100 the full control effect; nearly all actives have a fitted effect of over 20% in size
Target sequence (P02791 2-175 limits assumed): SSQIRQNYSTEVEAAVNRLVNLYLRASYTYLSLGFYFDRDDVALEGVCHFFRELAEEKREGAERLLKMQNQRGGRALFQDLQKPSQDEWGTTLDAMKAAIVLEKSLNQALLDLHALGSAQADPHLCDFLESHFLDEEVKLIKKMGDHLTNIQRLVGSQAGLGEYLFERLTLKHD
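Horse-spleen apoferritin (10 uM) was mixed with 50% saturated 1-aminoanthracene in PBS, exposed to compounds for 10 min at room temperature, and read for fluorescence (ex 380 nm, em 535 nm). Competitive displacement was fitted with a four-parameter Hill equation.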
BLM helicase inh = blocks DNA unwinding by human BLM helicase. P54132. recombinant BLM DNA unwinding, fluorescence dequenching. hit rate 0.2% among 350,000. Potency, µM (doses to about 56.1 µM), for the others: at the top dose activity change, negative = inhibition, most hits filed as inhibitors;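 further: potency means the concentration at half of the fitted maximal effect; plate controls were vehicle for no effect and no enzyme for full effect; nearly all actives have a fitted effect of over 35% in size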
12-LOX inh = blocks human arachidonate 12S-lipoxygenase; P18054; Potency, µM (doses to about 108 µM), without a hit: top-dose activity change, negative = inhibition, most hits filed as inhibitors; purified 12hLO, xylenol orange hydroperoxide absorbance; AID 1671190; hit rate 1.1% among 580,000; further: potency means the concentration at half of the fitted maximal effect; on the % scale 0 is the no-effect control and ±100 the full control effect
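Hydroperoxide product was detected by ferrous iron/xylenol orange as the 573 to 405 nm absorbance ratio. Arachidonic acid at 40 uM (final) was turned over for 30 min at room temperature by 150 nM human 12hLO, pH 7.0 Hepes buffer, after 15 min compound preincubation.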
APE1 inh = APE1 (human) endonuclease inhibition; P27695; recombinant APE1, TAMRA/BHQ-2 abasic DNA cleavage fluorescence; Potency, µM (doses to about 65.8 µM), for inactives: top-dose activity change, negative = inhibition, hits mostly inhibitors; hit rate 0.35% among 350,000; AID 2517;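 further: potency means the concentration at half of the fitted maximal effect; plate controls were vehicle for no effect and reference inhibitor for full effect; nearly all actives have a fitted effect of over 55% in size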
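Substrate: short duplex with […] THF abasic site, 5'-TAMRA and 3'-BHQ-2, 50 nM final. APE1 at 0.75 nM, preincubated 15 min RT with compound. Fluorescence increase from first to third read measured activity.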
Numbers without * were called inactive; ? = inconclusive; / = not tested or not shown; & = joins results of further samples; [ ] = another dose, or the depositor's remark. Unless noted, the call rests on the fitted dose curve; in most records, active means well fitted curve in the direction sought with a large enough effect; inconclusive means small, poorly fitted or top-dose-only effect, or another doubt; inactive means no such curve, though single readings can be large; an effect the other way counts as inactive or inconclusive. These rows are one share of the data; rates above refer to the full screens.

#	structure	12-LOX inh	Pol beta inh	BLM helicase inh	Apoferritin bind	POLI inh	TRHR agonist	ERG-DNA inh	POLK inh	APE1 inh
1	COC(=O)N1C/C=C\C(c2ccc(OC)cc2)N(Cc2ccc(F)cc2)C(=O)C1 (stereo not drawn)	20%	3%	2%&0%	-9%&-5%	5%&34%	-0.4	-3%	6%&10%	-7%&1%
2	c1ccc2c(CN3CCSCC3)cccc2c1	?	0%	-5%	?	?	-0.8	-11%	-20%	22%
3	CCOc1ccccc1NC(=O)N1CCN(C)c2ncccc21	-20%	47%[activator]	-2%	-4%	31%[activator]	-0.5	-5%	-4%	/
4	COC(=O)c1ccc[n+](CCc2c[nH]c3ccccc23)c1	-14%	/	/	/	-2%	/	14%	4%	/
5	CCn1c(N2CCN(C(=O)NC3CCCCC3)CC2)nc2ccccc21	-11%	3%	2%	-1%	8%	0.1	-11%	-3%	9%
6	Cc1cc(NC(=O)c2ccc3c(c2)OCCO3)no1	/	4%	-6%	7%	-11%	-0.2	1%	-12%	-8%
7	Cc1sc2c(c1C)C(=O)NC(c1ccccc1F)N2 (stereo not drawn)	?	22%	-4%	-13%	22%	-0.5	17%	6%	0%
8	C=C(C)c1cccc(C(C)(C)NC(=O)N2CCN(c3ccccc3OC)CC2)c1	-26%	24%	-5%	-13%	154%[activator]	0.1	-2%	-11%	-1%

By substructure: those above with a carbonyl joined to an NH by a bond outside any ring (4)
#	structure	12-LOX inh	Pol beta inh	BLM helicase inh	Apoferritin bind	POLI inh	TRHR agonist	ERG-DNA inh	POLK inh	APE1 inh
3	CCOc1ccccc1NC(=O)N1CCN(C)c2ncccc21	-20%	47%[activator]	-2%	-4%	31%[activator]	-0.5	-5%	-4%	/
5	CCn1c(N2CCN(C(=O)NC3CCCCC3)CC2)nc2ccccc21	-11%	3%	2%	-1%	8%	0.1	-11%	-3%	9%
6	Cc1cc(NC(=O)c2ccc3c(c2)OCCO3)no1	/	4%	-6%	7%	-11%	-0.2	1%	-12%	-8%
8	C=C(C)c1cccc(C(C)(C)NC(=O)N2CCN(c3ccccc3OC)CC2)c1	-26%	24%	-5%	-13%	154%[activator]	0.1	-2%	-11%	-1%

Going on with the list.
#	structure	12-LOX inh	Pol beta inh	BLM helicase inh	Apoferritin bind	POLI inh	TRHR agonist	ERG-DNA inh	POLK inh	APE1 inh
9	Cn1c(=O)[nH]c(=O)c2c1nc(Br)n2CCCO	0%	-11%	-2%	-11%	11%	0.3	0%	-18%	1%
10	CS(=O)(=O)N1CCC(C(=O)Nc2cccc([N+](=O)[O-])c2)CC1	-10%	18%	-5%	-5%	2%	0.3	-6%	-21%	8%
11	O=C1NC(c2ccc(Cl)cc2)Nc2ccccc21 (stereo not drawn)	7%	1%	-1%	40%[activator]	24%	-0.5	5%	0%	8%
12	CCc1ccc(CNC(=O)c2ccc3c(c2)nc2n3CCC(C)C2)cc1 (stereo not drawn)	0%	8%	-1%	103%[activator]	-11%	-0.5	5%	-9%[60.1 µM]	/
13	CCc1ccc(C(=O)NNc2cc(Cl)cc(Cl)c2)cc1	?	2%	-6%	-16%	14%	-0.3	-1%	-5%	15%
14	Cc1cccc(NC(=O)CN(C)CC(=O)NC(c2ccccc2)c2ccccc2)c1C	11%	/	/	/	12%	-0.2	-7%[15.4 µM]	-1%	-12%
15	COc1ccccc1/C=C/C(=O)OCc1nc2ccccc2c(=O)[nH]1	2%	4%	-7%	?	59%[activator]	0.5	1%	-4%	-1%
16	COc1ccc(NC(=S)N2CCC(N(C)CCN3CCOCC3)CC2)cc1	-1%	6%	1%	-9%	9%	0.2	-2%	-5%	-1%
17	COc1ccc(S(=O)(=O)N2CCC(C(N)=O)(N3CCCCC3)CC2)cc1OC	-2%	21%	-6%	6%	135%[activator]	0.7	-6%	-16%	5%
18	COc1ccc(-n2c(Cc3cccn3C)nnc2SCC(=O)Nc2ccccc2F)cc1	420%[activator]	-11%	-6%	-13%	-9%	-0.8	-3%	-8%	-5%
19	Cc1ccc(C(=O)Nc2ccc(N3CCN(S(C)(=O)=O)CC3)cc2)cc1C	-17%	-2%	-7%	-10%	?	0.0	3%	-1%	4%
20	C#CCOCCOCCOCCNc1nc(N2CCOCC2)nc(N2CCN(C(=O)[C@H](Cc3cc4ccccc4[nH]3)n3cc([C@@H](N)Cc4ccc(O)cc4)nn3)CC2)n1	8%	25%	0%	-9%	?	-0.1	10%	-8%	-1%
21	COc1ccccc1S(=O)(=O)Nc1cc(S(=O)(=O)N2CCCCC2)ccc1N1CCOCC1	8%	34%	-2%	-3%	48%[activator]	1.1	18%	-21%	-2%
22	Cc1cc(NC(=O)c2ccco2)ncc1NC(=O)CCc1ccccc1	-22%	9%	0%	-9%	7%	-0.1	-2%	-3%	-3%
23	COc1cc(-c2nc3cccc(C)n3c2Nc2ccc3c(c2)OCCO3)ccc1O	?	17%	-3%	4%	-7%	-1.3	4%	-8%	/
24	CCc1cccc(CC)c1NC(=S)NCC(c1cccnc1)N1CCOCC1 (stereo not drawn)	18%	-1%	3%	6%	18%	0.3	-2%	-10%	3%
25	O=C(N=C1SC2CS(=O)(=O)CC2N1Cc1ccccc1)C1CCCO1 (stereo not drawn)	1%	31%	0%	-1%	-12%	0.0	12%	2%	57%[activator]
26	COc1cc(C(=O)NCCc2csc(-c3ccc(Cl)cc3)n2)cc(OC)c1OC	-11%	1%	-2%	-11%	18%	-0.8	-1%	-11%[60.1 µM]	/
27	O=C(OCc1nnc(-c2ccccc2)o1)c1ccc([N+](=O)[O-])o1	-3%	/	/	/	?	-0.2	-16%	-8%	-42%
28	CCc1ccc(NC(=O)C2CCN(c3c(N4CCCC4)c(=O)c3=O)CC2)cc1	-1%	-6%	-1%	-2%	22%	0.2	-4%	-6%	-4%
29	O=C(COC(=O)C1CC(=O)N(c2ccc3c(c2)OCCO3)C1)NC1CCCc2ccccc21 (stereo not drawn)	0%	37%	-1%	?	17%	-0.7	-1%	5%	-3%
30	COc1ccccc1-c1noc(CCC(=O)Nc2cccc(C)c2)n1	?	21%	-1%	?	21%	-0.4	7%	-2%	-6%
31	CC(=O)Nc1coc2ccc(Br)cc12	94%[activator]	35%	-3%	-10%	-6%	-0.8	-7%	-3%	0%
32	COC(=O)c1c(NC(NC(=O)c2ccccc2)(C(F)(F)F)C(F)(F)F)sc2c1CCN(C)C2	14%	-3%	0%	5%	7%	0.2	-1%	-3%	3%

3 entries from above, sorted by length of the SMILES, lowest first:
#	structure	12-LOX inh	Pol beta inh	BLM helicase inh	Apoferritin bind	POLI inh	TRHR agonist	ERG-DNA inh	POLK inh	APE1 inh
30	COc1ccccc1-c1noc(CCC(=O)Nc2cccc(C)c2)n1	?	21%	-1%	?	21%	-0.4	7%	-2%	-6%
27	O=C(OCc1nnc(-c2ccccc2)o1)c1ccc([N+](=O)[O-])o1	-3%	/	/	/	?	-0.2	-16%	-8%	-42%
32	COC(=O)c1c(NC(NC(=O)c2ccccc2)(C(F)(F)F)C(F)(F)F)sc2c1CCN(C)C2	14%	-3%	0%	5%	7%	0.2	-1%	-3%	3%

(continued)
#	structure	12-LOX inh	Pol beta inh	BLM helicase inh	Apoferritin bind	POLI inh	TRHR agonist	ERG-DNA inh	POLK inh	APE1 inh
33	O=C(CSc1cn(Cc2ccccc2)c2ccccc12)N1CCOCC1	6%	-7%	3%	-5%	-3%	-0.1	9%	-19%	-11%
34	CC(=O)c1ccc(NC(=O)C(C)OC(=O)COc2ccc(C#N)cc2)cc1 (stereo not drawn)	-14%	-8%[57.1 µM]	1%	-6%	6%	0.8	-1%	-3%	1%
35	OC1CCCN(Cc2nc(Cc3ccccc3Cl)no2)C1 (stereo not drawn)	-11%	26%	1%	-6%	13%	-0.2	0%	-1%[60.1 µM]	1%
36	COc1ccc(C(=O)Nc2cc(-c3nc4ccccc4s3)ccc2OC)cc1	-8%	29%	-4%	3%	3%	2.0	-5%	-5%	/
37	CN(C)c1nc(Nc2ccccc2)nc(N(C)C)n1	0%	45%	0%	-10%	1%	-0.7	5%	-8%	19%
38	O=C(O)CN1CCN(Cc2ccc(F)cc2Cl)C1=O	-11%	18%	-5%	0%	-27%	1.3	3%	-2%	-6%
39	CC(=O)C(Sc1nn(C)c(=S)s1)C(=O)Nc1ccccc1 (stereo not drawn)	-10%	-1%	1%	?	11%	-0.1	-5%	1%	-3%
40	CN1CCN(c2ccc(Cl)cc2NC(=O)/C=C/c2ccc(F)cc2)CC1	5%	4%	3%	-19%	90%[activator]	1.2	-2%	-6%	-1%
41	COc1ccc(OC)c(-c2csc(NC(=O)c3ccccc3F)n2)c1	15%	-1%	-10%	-13%	22%	-0.1	4%	9%	-11%
42	CCCCC(=O)NC(=S)Nc1cccc(NC(=O)c2ccco2)c1	?	-1%	-6%	-24%	7%	-0.5	8%	-1%	-3%
43	COc1cccc(CN(C)C(=O)CNC(=O)c2ccc3c(c2)OCO3)c1OC	7%	10%	2%	-7%	5%	-0.2	16%	-7%	58%[activator]
44	O=S(=O)(c1ccccc1)N1CCC2(CCN(C(c3ccccc3)c3ccccc3)CC2)CC1	-3%[57.4 µM]	/	-8%	/	/	/	/	7%[60.1 µM]	-1%
